Screening results from PubChem.
MITF inh: MITF inhibitors, primary screen, biochemical, AlphaScreen, human; Microphthalmia-associated transcription factor (Homo sapiens), O75030; AlphaScreen MITF homodimerization, bead proximity signal; inhibition, % at 2.6 µM; hit rate 0.91% among 650,000; AID 1259374, 2018; in the data active = inhibition above about 50%;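 note: 0% = vehicle wells with protein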
FBW7 act: FBW7 E3 ligase activators, primary screen, biochemical, AlphaScreen, human; AlphaScreen FBW7–phospho-cyclin E peptide binding, activator screen; hit rate 0.13% among 650,000; F-box/WD repeat-containing protein 7 (Homo sapiens), Q969H0; normalized activity (activation), % at 26.1 µM; in the data active = normalized activity above about 1.9%;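 note: purified mutant Fbw7 with reduced substrate affinity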
Target sequence (Q969H0 whole entry, looked up): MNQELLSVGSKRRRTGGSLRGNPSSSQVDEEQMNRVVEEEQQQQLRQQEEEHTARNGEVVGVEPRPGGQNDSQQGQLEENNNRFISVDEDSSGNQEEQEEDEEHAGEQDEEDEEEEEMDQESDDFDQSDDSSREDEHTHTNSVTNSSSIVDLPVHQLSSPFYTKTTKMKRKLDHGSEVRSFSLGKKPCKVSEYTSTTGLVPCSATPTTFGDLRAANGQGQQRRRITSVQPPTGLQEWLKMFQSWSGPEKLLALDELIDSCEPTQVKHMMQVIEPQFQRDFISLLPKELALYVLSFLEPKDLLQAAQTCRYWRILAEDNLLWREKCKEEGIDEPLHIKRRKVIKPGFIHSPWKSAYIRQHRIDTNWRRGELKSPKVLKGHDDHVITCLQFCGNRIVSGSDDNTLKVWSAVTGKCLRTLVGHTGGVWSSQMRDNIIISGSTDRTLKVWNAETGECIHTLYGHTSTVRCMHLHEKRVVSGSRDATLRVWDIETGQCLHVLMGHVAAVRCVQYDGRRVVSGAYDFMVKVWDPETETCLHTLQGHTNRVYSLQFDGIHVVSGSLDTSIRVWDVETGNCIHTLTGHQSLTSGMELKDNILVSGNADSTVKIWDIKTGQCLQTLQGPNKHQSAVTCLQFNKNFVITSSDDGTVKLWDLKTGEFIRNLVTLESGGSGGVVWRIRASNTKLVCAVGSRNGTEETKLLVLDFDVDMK
TEAD-YAP block: TEAD-YAP interaction inhibition, primary screen, TEAD-YAP interaction inhibitor project, luminescence, HEK-TIYL cells. TEAD-Gal4/YAP UAS-luciferase luminescence. inhibition, % at 9.12 µM. hit rate 1.4% among 640,000. AID 1259422, 2018; in the data active = inhibition above about 32%;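 note: 0% = median of test compound wells and 100% = reference inhibitor wells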
GPR151 ag: activators of human GPR151, primary screen, cell-based, PathHunter beta-arrestin, luminescence | G-protein coupled receptor 151 (Homo sapiens), Q8TDV0 | PathHunter beta-arrestin GPR151 cells | activation, % at 11.2 µM | hit rate 1% among 650,000 | AID 1508602, 2020; in the data active = activation above about 4.9%;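 note: 0% = median of compound wells and 100% = cells with positive control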
Target sequence (Q8TDV0 whole entry, looked up): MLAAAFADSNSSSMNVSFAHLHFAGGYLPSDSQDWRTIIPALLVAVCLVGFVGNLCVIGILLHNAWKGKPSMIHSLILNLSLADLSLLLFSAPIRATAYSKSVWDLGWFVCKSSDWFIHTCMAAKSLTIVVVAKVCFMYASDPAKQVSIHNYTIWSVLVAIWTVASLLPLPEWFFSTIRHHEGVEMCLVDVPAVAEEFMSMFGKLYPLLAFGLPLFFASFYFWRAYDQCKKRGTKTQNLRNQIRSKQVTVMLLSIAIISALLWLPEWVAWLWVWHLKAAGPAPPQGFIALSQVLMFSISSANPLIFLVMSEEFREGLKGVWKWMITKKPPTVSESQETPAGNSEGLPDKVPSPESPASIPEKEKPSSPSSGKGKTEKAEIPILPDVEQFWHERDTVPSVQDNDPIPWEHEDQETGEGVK
* hit, by the source's call; · = not tested or not shown; & = joins results of further samples. Outcome played no part in choosing rows (roughly 3.5% active in at least one column).

SMILES	MITF inh	FBW7 act	TEAD-YAP block	GPR151 ag
COC(=O)C1=C(C)N=C2SCCC(=O)N2C1c1ccccc1[N+](=O)[O-] (centres undefined)	0	0.1	9	-0.4
CC(=O)NC(C)C12CC3CC(CC(C(=O)O)(C3)C1)C2 (centres undefined)	17	1.3	-5	1.2
O=c1c2sccc2nc(SCc2cc(=O)n3cc(Cl)ccc3n2)n1Cc1ccccn1	-2	-0.1	-21	-0.8
COc1cc(NC(=O)CC(C)C)c(OC)cc1NC(C)=O	-8	0.1	0	0.7
O=C(NCC1CCCO1)c1c(NC(=O)C2COc3ccccc3O2)sc2c1CCCC2 (centres undefined)	4	-0.1	1	0.5
Cc1ccc(NC(=O)CS(=O)CC(=O)NCC2OCCc3ccccc32)cc1C (centres undefined)	10	0.1	-8	0.3
Cc1ccc(-c2nnc3ccc4ccccc4n23)cc1	-9	-0.1	-74	2.0
Cc1nnc(NC(=O)c2ccc3c(c2)C(=O)N(C)C3=O)s1	1	-0.1	-14	1.5
CCCCC[C@@H](O)/C=C/[C@H]1C(=O)C[C@H](O)[C@@H]1C/C=C\CCCC(=O)O	0	·	·	4.8
Cc1cc(S(=O)(=O)n2ccnc2)c(C)cc1Br	-6	0.1	-12	1.6
CCC(Sc1nnc2c(n1)[nH]c1ccc(S(=O)(=O)N(CC)CC)cc12)C(=O)NC1CCCC1 (centres undefined)	-8	0.0	5	0.4
O=[N+]([O-])c1ccccc1/C=C/C1Nc2cccc3cccc(c23)N1	1	-0.1	8	2.8
CS(=O)(=O)N(CC(N)=O)c1ccc(Cl)c(C(F)(F)F)c1	-1	0.2	3	1.1
CCc1[nH]nc2c1C(Cc1ccccc1)C(C#N)=C(N)O2 (centres undefined)	-12	-0.1	-10	0.7
CCOC(=O)N1CCN(C(=S)NC)CC1	-4&-12	0.0&-0.1	-2&-1	0.4&-0.3
COc1ccc(/C=C(\C(=O)O)c2cccs2)cc1	1	-0.1	4	1.4
O=C1CCCN1CCn1cnc2c(NC3CC3)nc(Nc3ccc(-n4ccnc4)cc3)nc21	-4	0.0	-9	-1.0
COc1ccc(C2C3=C(N=C4SCC(=O)N42)c2ccccc2CC3)cc1 (centres undefined)	6	0.0	10	-0.3
CCC(=O)c1cc2ccccc2oc1=O	12	-0.1	-6	0.3
CS(=O)(=O)Nc1cc(CNCc2ccccc2O)cc(C(=O)Nc2ccccc2)c1	4	-0.1	1	-0.1
COc1ccc(-c2c(C(F)(F)F)oc3c(CN4CCCCC4)c(O)ccc3c2=O)cc1OC	9	1.2	2	0.0
CC1(C)CC2CC(C)(CN2C(=O)COC(=O)c2cccc([N+](=O)[O-])c2)C1 (centres undefined)	5	0.0	0	-2.5
CC(=O)N1CCN(Cc2ccc(Br)s2)CC1	-11	0.0	4	-1.6
CCSc1nc2sccn2c(=O)c1C(=O)Nc1ccc(OC)c(OC)c1	0	-0.3	-17	0.2
O=C(CSc1ccsc1[N+](=O)[O-])NCc1ccccc1Cl	5	0.0	-45	-0.7

Next part.
SMILES	MITF inh	FBW7 act	TEAD-YAP block	GPR151 ag
COc1cccc(/C(C#N)=C/c2ccc(N3CCCCC3)nc2)c1	6	-0.1	-12	1.8
CC(C)c1ccc2c(c1)c1c3c(nccn32)CCC1	6	1.1	-7	1.7
CC(C)c1nnc(NC(=O)c2cccc(NC(=O)C(F)(F)F)c2)s1	4	1.1	-67	-0.7
COc1ccc(C2NC(=O)c3sc(=S)n(-c4ccccc4)c3N2)cc1 (centres undefined)	-6	0.1	-1	-0.5
Cc1ccc(/C=C2/SC(=S)N(C)C2=O)cc1[N+](=O)[O-]	-17	0.7	7	-1.4
Cc1cc(N2C(=O)C3CCCCC3C2=O)no1 (centres undefined)	-9	-0.1	-2	-0.1
O=C(c1ccc2c(c1)OCCO2)c1ccccc1I	21	0.1	4	0.0
CCOc1cc(C(=O)NCc2nnc(SCC(=O)N3CCc4ccccc43)n2-c2cc(OC)ccc2OC)cc(OCC)c1OCC	1	0.2	2	-1.1
O=C(Nc1ccccc1C(F)(F)F)c1ccc([N+](=O)[O-])cc1Cl	5	0.1	4	1.5
O=C1CC(N2CCN(c3ccc(C(=O)c4ccc(F)cc4)cc3)CC2)C(=O)N1 (centres undefined)	-18	-0.1	-3	0.7
CCc1c(C)sc(NC(=O)C2C3C=CC(C3)C2C(=O)O)c1C(N)=O (centres undefined)	1	0.3	-7	2.7
COc1cc(NC(=O)C23CC4CC(CC(C4)C2)C3)cc(OC)c1OC	30	0.1	3	-0.3
O=C1N[C@H](Cc2ccc(O)cc2)C(=O)N2CCN(C(=O)NCc3ccccc3)C[C@H]12	75*	-0.2	-10	-0.9
CCOc1ccc(N2C(=O)CC(SCC(=O)Nc3c(C)cccc3CC)C2=O)cc1 (centres undefined)	3	0.0	17	3.0
Cc1ccc(NC(=O)COc2ccc(/C=C\c3onc(C)c3[N+](=O)[O-])cc2)cc1	-2	-0.2	2	-1.4
Cc1cccc(/C(C#N)=C\c2ccc3c(c2)n(C)c(=O)n3C)c1	-12	-0.1	6	-0.4
O=C(CCC(=O)c1ccccc1)Nc1ccccc1OC(F)F	-6	-0.1	-7	2.1
CCOC(=O)OC(C)OC(=O)C1N2C(=O)C(NC(=O)[C@H](N)c3ccccc3)C2SC1(C)C (some centres undefined)	29&9	0.0&0.0	4	-0.2&-1.7
CC1=C(C(=O)Nc2ccccc2C)C(c2cccc([N+](=O)[O-])c2)NC(=O)N1 (centres undefined)	-3	0.0	-6	0.3
O=C(CSc1nc2c(sc(=S)n2-c2ccccc2)c(=O)n1-c1ccccc1)Nc1nccs1	19	0.2	-6	-0.9
CCS(=O)(=O)N1CCN=C1SCc1cccc2ccccc12	11	0.2	-6	2.1
O=C(CSc1nc(O)cc(=O)[nH]1)c1ccccc1	26	0.8	3	-1.6
O=C(c1cc2nc(-c3ccc4c(c3)OCO4)cc(C(F)(F)F)n2n1)N1CCCc2ccccc21	1	0.0	-3	1.0
Cc1ccccc1N1C(=O)CN(Cc2cccs2)C1=S	12	0.6	1	-1.4
CC(Cl)C(=O)NC(=O)NC12CC3CC(CC(C3)C1)C2 (centres undefined)	-9	-0.1	-5	-1.3

(further entries)
SMILES	MITF inh	FBW7 act	TEAD-YAP block	GPR151 ag
CCCCCn1c(=S)[nH]c2cc(C(=O)NCCCn3ccnc3)ccc2c1=O	-15	0.0	8	1.0
O=C(Nc1nncs1)c1ccccc1Br	26	0.1	5	0.4
CCOC(=O)c1oc2ccccc2c1CN1c2cccc3cccc(c23)S1(=O)=O	-2	0.2	11	2.2
O=C(CNC(=O)c1cccs1)OCC(=O)c1ccc(Cl)cc1Cl	6	0.1	8	-0.9
CCC(C)C(=O)NCc1nnc2n1CCN(Cc1ccnc3ccccc13)CC2 (centres undefined)	3	0.2	0	-0.4
CC(NC(=O)CN1C(=O)NC2(CCCCCCC2)C1=O)C12CC3CC(CC(C3)C1)C2 (centres undefined)	-18	0.8	2	-2.1
O=C1NC(=O)C(Cc2ccc(OCCN3COc4ccccc4C3=O)cc2)S1 (centres undefined)	-2	0.0	-11	1.5
CCCCNC(=O)c1cc(=O)[nH]c2ccc(S(=O)(=O)N3CCCCCC3)cc12	0	0.2	-1	0.4
O=c1[nH]c(-c2cccc3ccccc23)nc2sc3c(c12)CCCC3	18	0.5	0	-0.2
O=S1(=O)NC(=NCCCN2CCOCC2)c2ccccc21	10	0.6	-5	1.7
O=C(CC(=O)NC1CCCCC1)N/N=C/c1ccccc1F	7	0.2	13	-0.5
COc1ccc(/C=C/c2nc(-c3ccccc3O)n[nH]2)cc1	0	0.3	-2	-5.8
COc1cccc(-c2cccc(NC(=O)C3CCN(Cc4cnn(C)c4)CC3)c2)c1	-6	0.1	0	0.2
COCCCNC(=O)C1CCC(Cn2c(=O)c3sccc3n(Cc3cccc(C)c3)c2=O)CC1 (centres undefined)	5	0.2	-5	5.3*
CN(CC(=O)N/N=C/C=C/c1ccccc1)c1ccccc1	-2	0.0	-2	1.5
COn1c(=O)c(=O)n(OCc2ccccc2)c2ccccc21	6	-0.1	-8	0.3
O=C(NCCCN1CCCC1=O)c1ccc2nc(Nc3ncccn3)sc2c1	15	0.2	-12	1.0
Cc1ccccc1/C=C1\SC(N2CCOCC2)=NC1=O	11	-0.1	-19	0.3
CCn1nccc1C(=O)Nc1cc(-c2ccccc2)sc1C(=O)OC	-11	-0.2	-6	-0.4
O=[N+]([O-])C1=C(Nc2ccccc2O)CS(=O)(=O)C1	17	-0.1	-1	-0.2
FC(F)(F)C1=Nc2ccccc2N=C(c2cccs2)C1	10	0.3	6	-0.2
O=c1[nH]c(N2CCCC2)nc2c1CN(Cc1cccn1-c1cccnc1)CC2	7	1.0	10	-0.3
CCCOc1ccc(/C=C/C(=O)Nc2ccc(S(=O)(=O)Nc3nc(C)cc(C)n3)cc2)cc1	-7	0.0	-3	-0.3
CC(=O)Nc1ccc(NC(=O)c2sc3cc(C)ccc3c2Cl)cc1	2	-0.1	0	0.4
CCC(CC)C(=O)Nc1nnc(SCC(=O)Nc2nccs2)s1	0	0.3	12	-1.1

Part of the list above in order of molecular weight, lowest first.
SMILES	MITF inh	FBW7 act	TEAD-YAP block	GPR151 ag
O=[N+]([O-])C1=C(Nc2ccccc2O)CS(=O)(=O)C1	17	-0.1	-1	-0.2
O=C(Nc1nncs1)c1ccccc1Br	26	0.1	5	0.4
Cc1ccccc1/C=C1\SC(N2CCOCC2)=NC1=O	11	-0.1	-19	0.3
COc1ccc(/C=C/c2nc(-c3ccccc3O)n[nH]2)cc1	0	0.3	-2	-5.8
FC(F)(F)C1=Nc2ccccc2N=C(c2cccs2)C1	10	0.3	6	-0.2
O=c1[nH]c(-c2cccc3ccccc23)nc2sc3c(c12)CCCC3	18	0.5	0	-0.2
CC(=O)Nc1ccc(NC(=O)c2sc3cc(C)ccc3c2Cl)cc1	2	-0.1	0	0.4
CCC(C)C(=O)NCc1nnc2n1CCN(Cc1ccnc3ccccc13)CC2 (centres undefined)	3	0.2	0	-0.4
O=C1NC(=O)C(Cc2ccc(OCCN3COc4ccccc4C3=O)cc2)S1 (centres undefined)	-2	0.0	-11	1.5
CCCCNC(=O)c1cc(=O)[nH]c2ccc(S(=O)(=O)N3CCCCCC3)cc12	0	0.2	-1	0.4
CCOC(=O)c1oc2ccccc2c1CN1c2cccc3cccc(c23)S1(=O)=O	-2	0.2	11	2.2
CCCOc1ccc(/C=C/C(=O)Nc2ccc(S(=O)(=O)Nc3nc(C)cc(C)n3)cc2)cc1	-7	0.0	-3	-0.3

The list continues.
SMILES	MITF inh	FBW7 act	TEAD-YAP block	GPR151 ag
CCN1C(=O)c2cccc3c(S(=O)(=O)NCCCN4CCOCC4)ccc1c23	-13	0.2	4	-0.5
CC(C)CNc1nccn2c(-c3cccc(C(=O)NCCN(C)C)c3)cnc12	-3	0.1	13	-0.1
Cc1ccc([N+](=O)[O-])cc1N(CC(=O)Nc1cccc(C)c1C)S(C)(=O)=O	15	0.1	-1	0.8
Nc1cc(Cl)ccc1C(=O)OCC(=O)Nc1ccc2c(c1)OCO2	7	-0.1	-6	1.4
COCCOC(=O)C1=C(N)OC2=C(C(=O)CC(C)(C)C2)C1c1cccc([N+](=O)[O-])c1 (centres undefined)	18	-0.3	3	-1.2
COc1ccc(S(=O)(=O)N2CCC(C(=O)Nc3ccc(C)cc3C(=O)c3ccccc3)CC2)cc1	-2	0.2	12	0.9
COc1ccccc1CC1(C)NC(=O)NC1=O (centres undefined)	1	-0.1	9	1.5
CCc1cc(=O)[nH]c2cc(NC(=O)Cc3cccc(OC)c3)ccc12	14	0.4	6	2.0
CC(C)=CCN1CCN(Cc2cc(C(C)C)n[nH]2)CC1CCO (centres undefined)	6	0.0	4	1.6
O=S(=O)(NCC(c1ccco1)S(=O)(=O)c1ccccc1)c1ccc(F)cc1 (centres undefined)	1	-0.1	-2	0.8
CCOC(=O)c1c(NC(=O)COc2ccc(Cl)cc2)sc(C(=O)N2CCCCC2)c1C	-6	0.0	1	-0.5
CC1(C)CC(N2CCOCC2)=CC(=[N+]2CCOCC2)C1	-9	-0.1	4	-0.2
C=CCn1c(COc2ccccc2Cl)n[nH]c1=S	8	0.0	0	-0.2
O=C(NCC(O)c1ccc(Cl)cc1)c1cc(-c2ccc3[nH]ncc3c2)c[nH]c1=O (centres undefined)	12	0.1	3	-0.4
COc1cc(C=O)ccc1OCCOc1ccc(Cl)cc1	6	0.1	-26	-0.1
Cc1ccc(N2CCN(C(=O)c3sc4ncn(Cc5ccccc5Cl)c(=O)c4c3C)CC2C)cc1 (centres undefined)	0	0.5	3	0.5
CC(=O)c1ccc(NC(=O)CCN2C(=O)C3C4C=CC(C4)C3C2=O)cc1 (centres undefined)	8	-0.1	2	-0.2
O=[N+]([O-])c1ccc(N2CCNCC2)cc1NC1C2CC3CC(C2)CC1C3 (centres undefined)	16	-0.3	-3	-0.4
Cc1onc(-c2ccccc2Cl)c1C(=O)NC12CC3CC(C1)CC(C(C)C)(C3)C2	-1	0.1	-9	1.8
CC(NC(=O)C1=CC(c2ccco2)=NS(=O)(=O)N1C)c1ccccc1 (centres undefined)	-6	0.0	-11	-0.9
CC(C)N(C(=O)C(=O)NC1CCCC1)C(C(=O)NC1CCCC1)c1ccccc1 (centres undefined)	-11	0.0	4	-0.5
O=C1C=C(/C=C/c2cccs2)C[C@H](c2cccs2)[C@H]1n1cnc([N+](=O)[O-])c1	5	-0.1	17	0.9
